From PubChem BioAssay
14-3-3 Bad PPI – disrupts binding of bovine 14-3-3 zeta to phospho-Bad peptide; AID 781; 220,000 compounds, 0.71% hits; inhibition, % at 21.7 µM; TR-FRET 14-3-3zeta/Dy647-pBad peptide displacement, 1 h; P63103;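 active = inhibition above about 70%, limit read from the data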;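 note: 0% = full 14-3-3 plus peptide FRET controls and 100% = background without 14-3-3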
Target sequence (P63103 whole entry, looked up): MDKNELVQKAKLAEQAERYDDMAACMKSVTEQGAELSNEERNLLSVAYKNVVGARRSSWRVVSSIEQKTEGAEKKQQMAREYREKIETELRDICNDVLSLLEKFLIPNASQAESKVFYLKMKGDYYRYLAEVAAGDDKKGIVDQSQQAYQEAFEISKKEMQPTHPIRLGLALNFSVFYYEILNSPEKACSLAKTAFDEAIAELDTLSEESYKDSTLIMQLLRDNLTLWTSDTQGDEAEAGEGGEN
Runt-CBFb FRET – blocks binding of human RUNX1 Runt domain to CBFb; Q01196+Q13951; Cerulean-Runt/Venus-CBFb FRET ratio 530/480, 1 h; inhibition, % at 20 µM; 220,000 compounds, 0.46% hits; AID 1496;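 active = inhibition over about 50% at 20 µM in the single-dose screen, limit read from the data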;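 note: 0% = DMSO wells and 100% = excess unlabeled CBFb competitor control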
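Measured by: fluorescence energy transfer, 422 nm excitation, 530/480 nm emission; Assay system: Cerulean-Runt domain; Medium: Tris pH 7.5 buffer with BSA; Measure: loss of energy transfer signal; Controls: 5 µM unlabeled CBFb as full-inhibition high control; Incubation: protein complex preformed 1 h, compound exposure 1 h, room temperature, dark.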
FXIIa inh – inhibitors of human coagulation factor XIIa | purified FXIIa, Boc-QGR-AMC fluorogenic substrate, 2 h | 220,000 compounds, 0.3% hits | inhibition, % at 5 µM | P00748; in the data active = inhibition above about 40%;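 note: 0% = enzyme with no compound and 100% = blank without enzyme; many of its hits are not listed in these tables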
thrombin 1536 – thrombin (human) inhibition; P00734; alpha-thrombin, Boc-VPR-AMC fluorogenic substrate cleavage; inhibition, % at 5 µM; 220,000 compounds, 0.26% hits; AID 1046;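 active = inhibition at or above 40%; inactive = inhibition below 40%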;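 note: 0% = enzyme with no compound and 100% = wells without enzyme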
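System – human alpha-thrombin protein · Reagent – Boc-VPR-AMC substrate, 15 µM final · Compound – 5 µM single dose in 0.2% DMSO · Schedule – reaction at room temperature · Technique – AMC fluorescence at 355 nm excitation and 460 nm emission · Read-out basis – % inhibition relative to enzyme controls and enzyme-free blanks · Control set – no-compound enzyme wells and no-enzyme blanks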
Wee1 degr inh – inhibitors of human Wee1 degradation. P30291. HeLa Luc-Wee1K328M stability, luciferase luminescence; 100% = proteasome inhibitor MG132 effect. reporter increase, % at 5 µM. 220,000 compounds, 1.2% hits. AID 1321;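 active = activation above the mean of all tested compounds plus 3 SD, set per screening run, cut at about 8.8% in these data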;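 note: cells exposed to compound for 20 h before luminescence read; 0% = DMSO alone and 100% = MG132 at 30 µM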
FXIa inh – factor XIa (human) inhibition; P03951; purified FXIa, Boc-Glu-Ala-Arg-AMC fluorogenic substrate; inhibition, % at 5 µM; 220,000 compounds, 0.14% hits; AID 798;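 active = inhibition of at least 40%; inactive = inhibition below 40%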;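 note: fluorescence of freed AMC excited at 355 nm; 0% = enzyme without compound and 100% = no enzyme blank; many of its hits are not listed in these tables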
Hck-Nef inh – human Hck-Nef kinase inhibition; P08631; Recombinant Hck-YEEI plus Nef, Z-Lyte FRET kinase assay; inhibition, % at 20 µM; 220,000 compounds, 0.68% hits; AID 463187;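 active = Hck-Nef kinase inhibition above about 50%, limit read from the data; inactive = inhibition below that limit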;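 note: 0% = DMSO with Hck plus Nef and 100% = Hck alone without Nef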
Target sequence (P08631 whole entry, looked up): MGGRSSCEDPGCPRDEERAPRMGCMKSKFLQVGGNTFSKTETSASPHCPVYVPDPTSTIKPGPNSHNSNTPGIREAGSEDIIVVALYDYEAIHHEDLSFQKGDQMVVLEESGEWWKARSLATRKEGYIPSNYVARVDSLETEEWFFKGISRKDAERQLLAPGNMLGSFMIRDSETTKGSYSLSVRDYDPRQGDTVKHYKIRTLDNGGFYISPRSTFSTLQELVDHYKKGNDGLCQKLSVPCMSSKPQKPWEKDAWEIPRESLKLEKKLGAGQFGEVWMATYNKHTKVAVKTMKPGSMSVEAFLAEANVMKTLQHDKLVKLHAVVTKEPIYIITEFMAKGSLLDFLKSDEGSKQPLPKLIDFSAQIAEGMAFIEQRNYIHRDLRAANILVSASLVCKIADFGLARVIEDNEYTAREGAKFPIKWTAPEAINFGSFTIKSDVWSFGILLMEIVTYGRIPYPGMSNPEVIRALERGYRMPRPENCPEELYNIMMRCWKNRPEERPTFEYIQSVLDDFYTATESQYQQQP
hK5 inh – inhibitors of human kallikrein 5; 210,000 compounds, 0.59% hits; AID 873; inhibition, % at 5 µM; recombinant hK5, fluorogenic AMC substrate cleavage; Q9Y337;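 active = inhibition of 40% or more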;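 note: 0% = enzyme controls without compound and 100% = no-enzyme blanks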
Target sequence (Q9Y337 67-293 limits assumed): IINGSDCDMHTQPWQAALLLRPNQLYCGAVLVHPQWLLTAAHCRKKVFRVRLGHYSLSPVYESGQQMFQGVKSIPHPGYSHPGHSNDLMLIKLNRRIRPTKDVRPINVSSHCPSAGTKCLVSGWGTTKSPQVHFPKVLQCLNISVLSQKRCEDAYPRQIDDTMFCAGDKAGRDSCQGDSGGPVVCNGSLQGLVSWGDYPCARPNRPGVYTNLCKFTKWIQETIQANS
Runt-SMMHC FRET – inhibitors of human RUNX1 Runt domain binding to CBFb-SMMHC; Q01196+Q13951; Cerulean-Runt/Venus-CBFb-SMMHC FRET ratio 530/480, 1 h; inhibition, % at 20 µM; 220,000 compounds, 0.74% hits; AID 1434;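 active = mean inhibition across duplicate retests at 20 µM reaching about 50%, limit read from the data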;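 note: 0% = DMSO wells and 100% = wells with excess untagged CBFb-SMMHC; inhibitors lower the FRET ratio by blocking Runt binding to CBFb-SMMHC; some results filed as inactive read as strong as hits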
Starred values were filed as active, the others as inactive; . = not tested or not shown; [ ] = dose if it differs, or a comment.

Molecule	14-3-3 Bad PPI	Runt-CBFb FRET	FXIIa inh	thrombin 1536	Wee1 degr inh	FXIa inh	Hck-Nef inh	hK5 inh	Runt-SMMHC FRET
O=C(Cn1nnc(-c2ccc(Cl)cc2)n1)NCC1CCCCC1	0	-1	1	-4	4	3	1	7	-6
CCOC(=O)C(CC)n1nc(C)n2c(cc3sccc32)c1=O (stereo not given)	.	0	.	.	-1	.	-5	.	0
COc1ccc(-c2ccc(=O)n(Cc3ccc([N+](=O)[O-])cc3)n2)cc1	2	-2	6	-10	-2	4	17	9	7
CCOc1ccccc1N(CC(=O)N/N=C/c1cc(Br)ccc1OC)S(C)(=O)=O	-14	-7	14	4	-1	6	-8	-5	-2
CCCCn1c(N)c(N(CC)C(=O)c2cc(Br)ccc2Cl)c(=O)[nH]c1=O	-3	0	4	-5	2	-3	3	2	-7
COC(=O)c1[nH]c2cc(OC)c(OC)cc2c1NC(=O)c1cccc(OC)c1	-6[fluorescence artefact?]	-2	6	-3	-2	0	2	-8	-1
CCOC(=O)C1CCCN(c2c(NCCc3cccc(C)c3)c(=O)c2=O)C1 (stereo not given)	0	-1	4	-6	-1	2	21	3	0
NCCCCCc1nnc(SCc2ccc(Cl)cc2Cl)o1	-2	0	-2	-3	-1	-5	0	-4	1
O=C(c1cccnc1)N1CCN(C/C=C/c2ccccc2)CC1	-1	0	10	-3	-3	0	1	-1	2
COc1ccc(Cc2nn3c(-c4cc(OC)c(OC)c(OC)c4)nnc3s2)cc1	6	-9	3	5	1	3	-2	0	-2
CCOC(=O)c1c(NC(=O)C2COc3ccccc3O2)sc(C)c1C (stereo not given)	-1	-1	9	-6	-1	2	3	-8	-1
CC(=O)NS(=O)(=O)c1ccc(NC(=O)c2cc(-c3ccc(C)c(C)c3)nc3ccccc23)cc1	17	0	3	-2	4	-2	52*	-21	-7
CCOC(=O)C1C(=O)C=C(c2cccs2)CC1c1ccccc1C (stereo not given)	-5	-5	10	-1	1	9	1	-3	-1
N#Cc1cc(C(=O)c2cc(Cl)ccc2O)cn(-c2ccccc2)c1=O	-22[fluorescence artefact?]	-2	3	-6	3	-1	2	-14	0
O=[N+]([O-])c1ccccc1/C=N/N1CCN(c2ccncc2S(=O)(=O)N2CCCCC2)CC1	-15	-7	25	-2	-1	19	1	-13	0
COc1ccc(C(=O)Cn2nnc(-c3ccccc3NC(=O)c3ccco3)n2)cc1	6[fluorescence artefact?]	-3	0	-10	-1	-8	0	-16	3
CC(=O)NCc1ccc(C(=O)CSc2nnc(-c3ccncc3)n2Cc2ccccc2)o1	-8	35	14	-2	2	4	0	11	38
Cc1ccccc1OCC(=O)O/N=C(\N)Cc1cccs1	7	.	5	-2	2	4	3	-2	0
CC(C)(C)OC(=O)NC(CCCCNC=O)C(=O)O (stereo not given)	-3	1	10	2	2	7	0	3	-3
O=C(CS(=O)(=O)c1ccccc1)N1CCCCCC1	-6[fluorescence artefact?]	2	7	-1	0	-17	0	-30	3
CC1CC(C)CN(c2oc(-c3ccccc3Cl)nc2C#N)C1 (stereo not given)	5	0	3	-10	-1	-5	1	16	-5
CCOC(=O)c1c(C)c(C(=O)N2CCc3ccccc3C2)c(C)n1CC	0	-2	10	-1	-1	1	5	5	-1
N#CCCN1CCN(Cc2cc(-c3ccccc3)ccc2O)CC1	7	-2	13	-1	-2	20	-1	4	-1
COc1ccc(CC(=O)Nc2ccc3c(c2)OCO3)cc1S(=O)(=O)N1CCOCC1	12	-2	9	-3	2	-3	1	-16	-1
O=C(N/N=C/c1cc(Br)c(Br)s1)c1ccncc1	-17	1	10	0	2	0	2	.	-1
Cc1cc(NC(=O)CSc2nc(-c3cccs3)cc(C(F)(F)F)n2)no1	-4	2	14	4	2	-4	3	-8	1
C/C(=N\Nc1ccc(F)cc1F)c1ccccc1O	1	-1	.	-1	-2	-1	-10	2	0
CC1CCN(C(=O)Cn2cc(SCC(=O)NCC3CCCO3)c3ccccc32)CC1 (stereo not given)	1	-1	23	22	-1	10	12	6	0
O=c1[nH]c(-c2ccccc2)nc2sc(-c3ccccc3)cc12	-2	8	-2	-1	1	-5	27	-2	10
CN(Cc1ccccc1)c1nc(-c2cccc([N+](=O)[O-])c2)nc2ccccc12	-1	0	5	-8	11*	-6	1	-23	1
CSc1ncccc1C(=O)NC1CCCCCC1	-5	-1	4	-9	-3	-3	0	0	2
CCc1ccc(-c2csc(NC(=O)COC(=O)CCc3nc4ccccc4s3)n2)cc1	-3	0	10	0	-1	8	3	-8	-1
Cc1ccc(-c2cc(C(=O)N/N=C/c3c(C)nn(-c4ccccc4)c3C)n[nH]2)s1	-9	-2	-1	-10	0	1	7	-11	2
CCc1ccc(C(C(=O)NCCOC)N(C(=O)Cn2nnc3ccccc32)c2cccnc2)cc1 (stereo not given)	-7	0	6	-3	0	-2	17	-8	11
COc1cccc2c1OC[C@@H](CO)[C@H]2N(C)C(=O)Nc1ccccc1	-6	-1	8	1	-1	0	2	-15	2
CCCCSc1nc(C)nc2c1c(=O)n(C)c(=O)n2C	-4	-3	19	-1	5	10	2	-8	-4
C/C(=C\C(=O)c1ccc(Br)cc1)NCc1ccc2c(c1)OCO2	-7	0	13	-1	-1	3	1	6	-2
CC(C)(C)c1cc(=O)n2[nH]c(N)nc2n1	-9	0	5	-3	0	0	18	4	-2
O=C(Nc1ccccc1)c1ccc(Nc2c([N+](=O)[O-])cc([N+](=O)[O-])c3ccccc23)cc1	-19[fluorescence artefact?]	-4	10	1	5	4	4	5	-6
CN(CC(=O)NC1CC(C)(C)NC(C)(C)C1)S(=O)(=O)c1cc(Cl)ccc1Cl	0	0	21	26	-1	30	-20	12	0
COc1ccc(N2CCN(C(=O)CSc3nnc(COc4cccc5cccnc45)o3)CC2)cc1	-9	-1	22	4	-3	5	0	-8	2
Cc1cc(=O)[nH]c2nnnn12	0	2	1	1	2	-1	-9	10	-4
COc1cccc(NC(=O)C2C3CCC4C(CCC32)C4(Cl)Cl)c1 (stereo not given)	-14	4	14	-4	2	2	7	-20	-8
C/C(=N\NS(=O)(=O)c1ccccc1)c1cc(Cl)cc(Cl)c1O	-3	0	2	-14	-3	-6	19	-3	4
Cc1ccc2nc(Nc3nc(C)cc(-c4ccccc4)n3)[nH]c(=O)c2c1	17	-6	7	3	-2	-2	43	-3	4
CN(C)CCCCOc1ccc(F)cc1	33	-3	6	2	1	-3	5	-34	3
COc1ccc(-c2csc3nc(C)nc(N4CCCCC4)c23)cc1OC	-12	-1	8	-15	4	0	28	1	5
CCOC(=O)C(C)Sc1ncc(-c2ccc(Cl)cc2)cn1 (stereo not given)	-8	-3	11	-1	-1	1	0	8	1

Ordered by count of non-hydrogen atoms (high to low): some entries from above
Molecule	14-3-3 Bad PPI	Runt-CBFb FRET	FXIIa inh	thrombin 1536	Wee1 degr inh	FXIa inh	Hck-Nef inh	hK5 inh	Runt-SMMHC FRET
COc1ccc(N2CCN(C(=O)CSc3nnc(COc4cccc5cccnc45)o3)CC2)cc1	-9	-1	22	4	-3	5	0	-8	2
CCOC(=O)C(C)Sc1ncc(-c2ccc(Cl)cc2)cn1 (stereo not given)	-8	-3	11	-1	-1	1	0	8	1
Cc1cc(=O)[nH]c2nnnn12	0	2	1	1	2	-1	-9	10	-4

More compounds follow.
Molecule	14-3-3 Bad PPI	Runt-CBFb FRET	FXIIa inh	thrombin 1536	Wee1 degr inh	FXIa inh	Hck-Nef inh	hK5 inh	Runt-SMMHC FRET
C=CCN=C1CC(C)(C)C(C(=O)OC)C(O)=C1C(=O)CCC (stereo not given)	1	2	3	1	0	2	-7	-5	1
CS/C(=C\[N+](=O)[O-])Nc1ccc(Cl)cc1	0	2	11	-2	-2	2	1	-10	0
O=C(Nc1ccc(F)cc1F)C1CCN(C(=O)c2ccc(Br)cc2)CC1	-2	1	-3	-4	4	-7	-12	-10	0
CCCCCCn1c(CN2CCCCC2CC)nc2c1c(=O)n(C)c(=O)n2C (stereo not given)	5	-10	13	-2	0	0	-3	-8	-5
Cc1nc2cc(NC(=O)N(C)c3ccc4ccccc4c3)ccc2o1	-3	3	15	1	0	3	2	-9	7
CCOc1ccccc1NC(=O)Cn1nnc(-c2ccc(OCC)c(OCC)c2)n1	-9[fluorescence artefact?]	-3	18	-10	-1	-12	0	-20	-4
COc1cccc(C(=O)Nc2cc(C(F)(F)F)ccc2Cl)c1	-7	-2	2	-5	-3	-7	2	-5	-2
Cc1ccccc1-c1nc(CN2CCC(C(=O)NCc3cccs3)CC2)c(C)o1	-8	-1	-3	-10	5	-7	-1	0	6
OCCC1CN(Cc2cccc(-n3cccn3)c2)CCN1Cc1ccccc1 (stereo not given)	-12	-1	7	-4	2	2	20	-4	1
COc1ccc(N(CC(=O)NC2CCCCCCC2)S(=O)(=O)c2c(C)nn(C)c2C)cc1	3	-2	-5	-6	-1	-7	-1	10	-3
O=C(O)C1CC=CCC1C(=O)NC1CCCCC1 (stereo not given)	-17	.	1	-7	4	-4	20	-4	.
COc1ccc(CN2CCCC(CNC(=O)c3ccc(F)cc3)C2)c(F)c1 (stereo not given)	-5	-2	3	-14	2	-7	21	-4	-1
CCSc1nnc(NC(=O)/C=C/c2ccco2)s1	-2	2	6	-1	1	-5	21	-2	-1
CCOC(=O)c1c(NC(=O)CC2SC(=NC)N(C)C2=O)sc(C)c1C (stereo not given)	0	-2	14	-2	-2	3	3	-4	-3
Cc1ccc(/C=C/C(=O)OCC(=O)N2CC(=O)Nc3ccccc32)o1	-7	4	24	32	3	26	16	22	-1
COc1ccc(NC(=S)N(CCN(C)C)Cc2cccs2)cc1	11	0	-3	4	0	6	6	-21	0
CC(C)CC(CO)N1CCN(C(=O)c2cccc(C(F)(F)F)c2)CCC1=O (stereo not given)	-3	-3	11	1	-2	-1	-1	-9	2
COc1ccc(C(=O)n2cc(C(=O)c3cc(C)ccc3O)cn2)cc1	-6	-2	17	-3	-1	8	30	-3	-1
O=C(Nc1nc2ccccc2n1Cc1ccccc1)c1ccco1	13	0	9	-6	0	-1	0	-5	-1
O=C(NCCCN1CCOCC1)c1ccc(N2CCCC2)c([N+](=O)[O-])c1	-6	.	11	-8	0	3	20	5	.
COc1ccc(NS(=O)(=O)c2ccc3oc(SCc4ccc(F)cc4)nc3c2)cc1	0	3	9	2	3	0	0	22	1
CCOc1ccc(Cl)cc1CN1CCOCC1	50	1	21	4	1	6	-2	-4	-1
O=C(c1ccc(NC(=S)NCc2ccc(Cl)cc2)cc1)N1CCCCC1	-3	2	5	-2	-4	2	7	1	-3
O=C(CSC1=NC2(CCCCCC2)N=C1c1ccccc1)Nc1ccc2c(c1)OCCO2	-7[fluorescence artefact?]	0	2	-6	4	3	-9	-17	2
Cc1cc(C)n(Cc2ccccc2)c(=O)c1S(=O)(=O)c1ccccc1	-2[fluorescence artefact?]	4	2	-5	1	-5	1	-5	1
